# Source: PubChem BioAssay
# Rat MKP-3 inhibitors: MKP-3 phosphatase inhibitors, primary screen, biochemical, rat enzyme, in vitro (AID 425). Dual specificity protein phosphatase 6 (Rattus norvegicus). recombinant MKP-3 phosphatase activity, fluorescence; higher % means a stronger effect. inhibition, % at 20 µM, or IC50 in µM where a hit was titrated. 110,000 tested, 0.17% active; in the data active = inhibition above about 50%;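 note: plate controls were vehicle for no effect and reference inhibitor for full effect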
# Hsp70 displacement: Hsp70 inhibitors, probe displacement, primary screen, biochemical, fluorescence polarization (AID 583) | Heat shock 70 kDa protein 1A (Homo sapiens) | Hsp70 fluorescence polarization probe displacement, mP; higher % means a stronger effect | displacement, % at 20 µM; hits with a dose series show IC50 in µM | 140,000 tested, 0.06% active; in the data active = displacement above about 50%;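 note: plate controls were vehicle for no effect and reference ligand for full effect; a part of the inactive calls stands beside numbers as strong as those of hits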
# The depositor's hits bear a star; · = not tested or not shown. An excerpt (hit frequency here may not be typical).
SMILES	Rat MKP-3 inhibitors	Hsp70 displacement
CC1(C)CC(=O)c2cc(OCC(=O)O)ccc2O1	-14%	2.7%
O=C(Nc1nnc(C2CC2)s1)C1Cc2ccccc2CN1S(=O)(=O)c1ccccc1F (configuration not stated)	·	-1.5%
CCOC(=O)COc1cccc2c(=O)n(CC(=O)NCc3ccc4c(c3)OCO4)ccc12	-6%	5.5%
CCOC(=O)c1cnn2c(C(F)(F)F)cc(-c3ccc(OC)c(OC)c3)nc12	3%	-0.1%
COc1ccc(-n2c(O)c(C=NCc3ccc(F)cc3)c(=O)[nH]c2=O)cc1	1%	-2.0%
COc1ccccc1N1CCN(S(=O)(=O)c2c(C)cc(C)cc2C)CC1	2%	1.2%
CCCCNc1ccc2c3c(cc(=O)n2C)-c2ccccc2C(=O)c13	-2%	65%
COc1cc(C(=O)Nc2ccc3c(c2)OCCO3)ccc1-n1cnnn1	0%	-3.2%
N#CCCn1cc(C(CC(=O)c2ccc(Br)cc2)C(=O)O)c2ccccc21 (configuration not stated)	-3%	8.0%
CCN(CC)C(=O)CN(C#N)c1nc(NC(C)C)nc(NC(C)C)n1	-2%	-2.0%
CC(Cc1cccs1)NC(=O)Nc1cccc(Cl)c1 (configuration not stated)	·	-3.3%
Cc1ccc(Nc2nc(-c3ccc(S(=O)(=O)N4CCOCC4)cc3)cs2)cc1Cl	3%	2.3%
CCOc1ccc(CSC(=N)N)cc1[N+](=O)[O-]	·	0.8%
COc1nc(NC23CC4CC(CC(C4)C2)C3)nc(OC)n1	-6%	·
CSCCC(CO)NC(=O)OCc1ccccc1 (configuration not stated)	-10%	-2.5%
COc1cccc(-c2nnc(NC(=O)c3cccc(F)c3)o2)c1	-10%	-3.4%
Cc1cc(C)nc(Nc2n[nH]c(COc3ccc4ccccc4c3)n2)n1	·	-4.6%
CCOc1ccc(OCC)c(NC(=O)C2CCCN(c3nc(C)cc(C)n3)C2)c1 (configuration not stated)	2%	-3.6%
CCOc1ccc(Nc2nc(Cc3nnc(SCC(=O)c4ccc(C)cc4)o3)cs2)cc1	·	8.0%
C=CCNc1nc2c(c(=O)[nH]c(=O)n2C)n1Cc1cccc(C)c1	1%	2.1%
Cc1ccc(S(=O)(=O)CCC(=O)OCC(=O)N2CC(=O)Nc3ccccc32)cc1	-14%	0.5%
COc1cc(OC)cc(C(=O)Nc2ccc3oc(-c4ccc(I)cc4)nc3c2)c1	8%	-6.7%
COC(=O)c1c(NC(=O)c2cccc(F)c2)sc2c1CCCCC2	1%	-1.2%
Cc1ccc(NS(=O)(=O)c2ccc(OCC(=O)NCc3ccco3)cc2)cc1	-4%	2.4%
COc1ccc(/C=C2\SC(=S)N(c3cccc(F)c3)C2=O)c(OC)c1	0%	2.1%
Cc1cc(=O)oc2c1c(C)nn2-c1nn[nH]n1	1%	-2.9%
COc1ccc(/C=c2\sc3n(c2=O)C(c2ccc(OC)cc2)C(C(=O)OC(C)C)=C(C)N=3)cc1 (configuration not stated)	-6%	5.2%
CCOc1cc(-c2cc(-c3ccc(C)cc3)nc(N)c2C#N)ccc1O	·	-0.3%
Nc1nnc(SCc2ccccc2[N+](=O)[O-])s1	0%	-4.0%
Cc1ccccc1N1C(=O)/C(=C\c2cccs2)SC1=S	0%	0.1%
COc1ccc(OC)c(NC(=O)C2CCCCC2C(=O)O)c1 (configuration not stated)	1%	-1.7%
Cc1noc(C)c1CSc1nc2ccccc2c(=O)n1-c1ccc(F)cc1F	-1%	-1.7%
COc1cccc(-c2nnc(NC(=O)Nc3ccc(Cl)c(Cl)c3)s2)c1	3%	1.3%
CCc1onc(C)c1C(=O)Nc1cc(C)ccc1OC	·	2.0%
COc1ccc(CN(CC(=O)NCc2ccco2)C(=O)CCC(=O)Nc2nccs2)cc1	-9%	0.3%
Cc1ccc(CNC(=O)c2ccc([N+](=O)[O-])cc2Cl)cc1	3%	-5.0%
CC1(C)CC(NC(=O)c2cccc([N+](=O)[O-])c2)CC(C)(C)N1	3%	0.4%
CCN1CCCC1CNC(=O)Cn1cnc2sc(C)c(S(=O)(=O)N3CCC(C)CC3)c2c1=O (configuration not stated)	2%	-0.6%
Cn1c(=O)cc(SCC(=O)NCC2COc3ccccc3O2)c2ccccc21 (configuration not stated)	-5%	-2.5%
Cc1c(C(=O)NC2CCSC2=O)cccc1[N+](=O)[O-] (configuration not stated)	1%	11%
CC(O)c1cccc(NC(=O)CCC(=O)O)c1 (configuration not stated)	-11%	-0.7%
CCN(CC)c1ccc(C(=O)Nc2ccc(Cl)cc2Cl)cc1	5%	-3.9%
CCCn1c(N)c(N2CCCCC2)c(=O)n(CC(=O)Nc2ccccc2)c1=O	·	-3.1%
Nc1c2c(nc3ccccc13)N(c1ccccc1)CC2	-1%	0.9%
Cn1cc(Cl)c(C(=O)OCC(=O)Nc2ccccc2)n1	-3%	0.4%

# (further entries)
# The line under a structure holds: Rat MKP-3 inhibitors	Hsp70 displacement
CSc1nc2c(c(=O)n1-c1ccc(C)cc1)SCC2
    -1%	5.1%
C=CCSc1nc2c(cc1C#N)CCC2
    -7%	3.0%
Cc1cccc2cc(CN(Cc3nnnn3Cc3ccccc3)C3CCCC3)c(=O)[nH]c12
    2%	3.0%
CCOC(=O)COc1ccc(/C=N/N(C)c2ccccc2)cc1OC
    0%	2.8%
CCOc1ccc(NC(=O)c2c(NC(=O)CCC(=O)O)sc3c2CCC(C)C3)cc1 (configuration not stated)
    0%	0.8%
NC(=O)c1cc(NC(=O)C(c2ccccc2)c2ccccc2)c(Cl)cc1Cl
    -3%	-1.1%
CCn1c(COc2cccc(C)c2)nnc1SCC(=O)Nc1cccc(C(=O)OC)c1
    -4%	-5.7%
COc1ccccc1-c1cc(C(F)(F)F)nc(S(=O)(=O)CCCC(=O)NC(C)C)n1
    -1%	4.8%
Cc1ccc(Nc2cnn(C34CC5CC(CC(CC(=O)O)(C5)C3)C4)c(=O)c2Cl)cc1C
    ·	1.9%
COc1ccc2cc(CN(CCCN3CCOCC3)Cc3nnnn3C3CCCCC3)c(=O)[nH]c2c1
    -3%	1.4%
O=C1c2ccc3c4c(ccc(c24)C(=O)N1CCc1ccc(Cl)cc1)CC3
    -2%	·
CCOC(=O)/C=C(\C)CC/C=C(/C)CC
    0%	-1.3%
COC(=O)c1cn(C)c2ccc(S(=O)(=O)N3CCCCC3)cc2c1=O
    1%	-1.3%
COCC(C)n1c(C)cc(C(=O)CSc2nnc(N)s2)c1C (configuration not stated)
    ·	22%
CC(C)N1C2OC(C3OC4C(O3)N(C(C)C)S(=O)(=O)N4C(C)C)OC2N(C(C)C)S1(=O)=O (configuration not stated)
    ·	-1.0%
Cc1nn(Cc2ccccc2)c(C)c1NC(=O)CCC(=O)O
    -5%	-0.5%
CCc1ccccc1NC(=O)C1(c2ccccc2)CC1(Cl)Cl (configuration not stated)
    1%	1.5%
CCCn1c(C)cc(C(=O)COC(=O)c2ccc(Cl)c(S(=O)(=O)N3CCCC3)c2)c1C
    4%	-3.1%
C=CCSc1nc2sc3c(c2c(=O)[nH]1)CCC3
    -2%	-3.0%
CC1=CCC(CN(CCCN(C)C)CC2CC=C(C)CC2)CC1 (configuration not stated)
    3%	-0.7%
Cc1cc2c(cc1C)NC(c1coc3ccccc3c1=O)C1=C(CC(C)(C)CC1=O)N2 (configuration not stated)
    2%	-1.7%
O=C1CC(Sc2nnc(-c3ccccc3)o2)C(=O)N1c1ccccc1 (configuration not stated)
    -2%	-4.0%
CCc1nnc(NC(=O)CN2C(=O)c3ccccc3S2(=O)=O)s1
    -9%	-8.0%
Cc1cccc(-n2ncc3c(NCc4cccnc4)ncnc32)c1
    3%	-1.7%
CNC(=O)CSc1nc2nc(C)cc(C)n2n1
    ·	15%
CCOCCCN1CC(C(=O)NCCc2ccccc2)CC1=O (configuration not stated)
    -1%	-1.1%
CCOC(=O)c1c(NC(=S)Nc2ccc(OC)cc2)sc2c1CCCCC2
    -6%	0.6%
Cc1cccc(N=C2NC(=O)/C(=C\c3ccc(Br)cc3)S2)c1C
    -2%	-3.6%
COc1cc(C)c(Cl)cc1S(=O)(=O)n1ccnc1C
    ·	4.9%
COc1ccc(NC(=O)CC(c2ccccc2)c2ccccc2)cc1
    2%	-3.4%
Cc1ccc(N2C(=O)c3cccc4c(C(=O)O)ccc(c34)C2=O)cc1
    1%	3.0%
COC(=O)Cn1c(C)nc(=O)c(-c2ccccc2)c1C
    -5%	-0.8%
COc1cc(-c2cc(C(F)(F)F)n3ncc(C(=O)NCc4cccnc4)c3n2)cc(OC)c1OC
    -2%	-0.7%
COc1ccc2nc(C)c3c(c2c1)OC(C)C3 (configuration not stated)
    -2%	6.1%
CCCOC(=O)Nc1ccc(S(=O)(=O)Nn2cnnc2)cc1
    -5%	-5.3%
COc1ccc(-c2c(C)n([O-])c3c([n+]2=O)CCCC3)c(OC)c1
    ·	-3.8%
COC(=O)C1=C(CSc2nncn2C)NC(=O)NC1c1ccc(F)cc1 (configuration not stated)
    ·	4.3%
Cc1cc(/C=C2/SC(=O)NC2=O)c(C)n1-c1cccnc1
    -1%	0.7%
Cc1ccsc1/C=c1\sc2nc3ccccc3n2c1=O
    3%	1.5%
CC(C)COc1ccc(C(=O)N2CCCCCC2)cc1
    -1%	-2.2%

# One compound at a time (already shown). Values in the order: Rat MKP-3 inhibitors | Hsp70 displacement
# Results for `CC(C)COc1ccc(C(=O)N2CCCCCC2)cc1` = -1% | -2.2%
# Results for `COC(=O)C1=C(CSc2nncn2C)NC(=O)NC1c1ccc(F)cc1` (configuration not stated) = · | 4.3%
# Results for `Cc1ccsc1/C=c1\sc2nc3ccccc3n2c1=O` = 3% | 1.5%
# Results for `Cc1ccc(N2C(=O)c3cccc4c(C(=O)O)ccc(c34)C2=O)cc1` = 1% | 3.0%
# Results for `Cc1cc(/C=C2/SC(=O)NC2=O)c(C)n1-c1cccnc1` = -1% | 0.7%

# 3 entries already listed, arranged by molar mass, low to high.
# The line under a structure holds: Rat MKP-3 inhibitors	Hsp70 displacement
CC(C)COc1ccc(C(=O)N2CCCCCC2)cc1
    -1%	-2.2%
Cc1cc(/C=C2/SC(=O)NC2=O)c(C)n1-c1cccnc1
    -1%	0.7%
COc1ccc(-c2c(C)n([O-])c3c([n+]2=O)CCCC3)c(OC)c1
    ·	-3.8%

# Other entries.
# The line under a structure holds: Rat MKP-3 inhibitors	Hsp70 displacement
COc1ccccc1OCC(=O)Nc1ccc(C(=O)O)cc1
    2%	-1.1%
CC(C)c1ccc(NC(=O)C2COc3ccccc3O2)cc1 (configuration not stated)
    -1%	2.0%
O=C1c2ccccc2S(=O)(=O)N1CC1CC(c2ccccc2)=NO1 (configuration not stated)
    -2%	1.7%
Cc1n[nH]c(C)c1CCC(=O)N/N=C/c1ccc(O)cc1
    2%	0.0%
C=CCn1c(=O)/c(=C/c2cc(OC)c(OC)c(OC)c2)s/c1=C(/C#N)c1nc2ccccc2n1C
    -3%	25%
Cc1ccc(-c2nnc(N(C)C(=O)c3cccnc3)s2)cc1
    ·	7.1%
O=C(CSc1nnnn1C1CCCC1)N1CCN(C(=O)c2ccco2)CC1
    -8%	0.2%
O=C1NC(=S)S/C1=C/c1cc(I)c(O)c(I)c1
    6%	-140%
COc1ccc(NC(=O)CN(C)S(=O)(=O)c2ccc3c(c2)OCCO3)c2ncccc12
    -14%	-3.5%
COc1ccc(NC(=O)CN(C)S(=O)(=O)c2ccc(Cl)cc2)cc1Cl
    ·	2.0%
CCc1nnc2sc(-c3ccc(NC(=O)CSc4ccc(Cl)cc4)cc3)nn12
    4%	-8.1%
CSc1ccc(Cl)c(C(=O)NCC(C)c2ccccc2)c1 (configuration not stated)
    3%	-3.7%
Cn1c(=O)c(NC(=O)c2ccccc2)c2n(c1=S)CCCCC2
    -4%	-3.1%
COc1ccc(C2=NN(c3nc(-c4ccc(F)cc4)cs3)C(c3ccc(OC)cc3)C2)cc1 (configuration not stated)
    -4%	-4.4%
CCOc1ccc(/C=C2/SC(=O)N(CNc3ccc(Br)cc3)C2=O)cc1
    -1%	1.1%
COc1cc(NC(=O)CSc2ncnc3c2cnn3Cc2ccccc2)cc(OC)c1
    ·	-0.6%
CCCc1nc(N)c(C#N)c(-c2cccnc2)c1CC
    -6%	1.8%
CS(=O)(=O)N(CC(=O)O)c1ccccc1Br
    2%	-4.4%
C=CCNC(=O)CN(c1ccc(OC)c(Cl)c1)S(C)(=O)=O
    0%	-2.4%
CCCNC(=S)Nc1c(C)n(C)n(-c2ccccc2)c1=O
    1%	-3.9%
CCc1ccccc1NC(=O)c1nnn(CC(=O)Nc2cccc(C)c2C)c1N
    3%	1.8%
Cc1cc(NC(=O)COC(=O)c2cccc(S(=O)(=O)N3CCOCC3)c2)no1
    -2%	5.2%
C#Cc1cccc(NC(=O)c2cc(C(=O)Nc3cccc(C#C)c3)cc(N3C(=O)c4ccccc4C3=O)c2)c1
    -3%	1.5%
Cc1ccc2cccc(S(=O)(=O)Nc3ccc4c(c3)OCO4)c2n1
    -9%	11%
CC1(C)CC(=O)C2=C(C1)OC(=O)C2(NC(=O)c1cccs1)C(F)(F)F (configuration not stated)
    -8%	-0.1%
CN(CC(=O)Nc1ccc(C#N)cc1)Cc1ccc(Cl)cc1
    0%	0.3%
Cc1ccc(N2C(=S)N=C(Nc3ccccc3C)C23CCOC(C)(C)C3)cc1 (configuration not stated)
    ·	-2.6%
CCOC(=O)CNC(=O)C(CC)CC
    3%	-1.6%
COc1cccc(C2C(C(=O)Nc3ccccc3)=C(C)N=c3s/c(=C\c4ccc5c(c4)OCO5)c(=O)n32)c1 (configuration not stated)
    0%	1.7%
